KinaseGlo FLuc – counter-screen: inhibitors of Kinase-Glo firefly luciferase; Q27757; Kinase-Glo luciferase, ATP luminescence, 8 min; Potency, µM (doses to about 38.3 µM), for the others: top-dose activity change, negative = inhibition, most hits filed as inhibitors; 200,000 compounds, 0.28% hits; AID 1379; further: potency means the concentration at half of the fitted maximal effect; on the % scale 0 is the no-effect control and ±100 the full control effect; nearly all actives have a fitted effect of over 60% in size
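Recombinant Kinase-Glo luciferase, 10 uM ATP (linear range), luciferin; imidazole pH 7.2 / KCl / MgCl2 / Tween / BSA buffer; 8 min RT; luminescence.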
NPSR antagonist – antagonists of human neuropeptide S receptor cAMP signaling; Q6W5P4; CHO-NPSR cells, cAMP TR-FRET, antagonist mode; Potency, µM (doses to about 38.3 µM), for the others: top-dose activity change, negative = inhibition, hits mostly inhibitors; 220,000 compounds, 1% hits; further: potency means the concentration at half of the fitted maximal effect; on the % scale 0 is the no-effect control and ±100 the full control effect; nearly all actives have a fitted effect of over 50% in size; many of its hits are not listed in these tables
Target sequence (Q6W5P4 whole entry, looked up): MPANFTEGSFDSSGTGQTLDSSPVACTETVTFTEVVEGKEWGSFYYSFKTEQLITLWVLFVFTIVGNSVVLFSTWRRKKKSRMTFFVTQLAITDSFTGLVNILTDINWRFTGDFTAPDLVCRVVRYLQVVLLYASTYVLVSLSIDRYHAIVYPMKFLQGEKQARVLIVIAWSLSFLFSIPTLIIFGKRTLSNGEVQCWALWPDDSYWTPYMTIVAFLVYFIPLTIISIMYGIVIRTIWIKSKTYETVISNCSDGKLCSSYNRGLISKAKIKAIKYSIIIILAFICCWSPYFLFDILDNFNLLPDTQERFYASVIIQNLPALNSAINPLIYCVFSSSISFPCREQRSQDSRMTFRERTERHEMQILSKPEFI
Epigenetic derep – epigenetic control regulation, reporter derepression | murine LDR cells, GFP reporter derepression, 30 h | Potency, µM (titrated, usually from 53.9 µM), for inactives: top-dose GFP activation, usual class: activators | 280,000 compounds, 0.2% hits; further: potency means the concentration at half of the fitted maximal effect; % of control where 0% means no effect; nearly all actives have a fitted effect of over 60% in size
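In this reporter-derepression format, murine cells bearing a silenced integrated CMV-GFP locus incubate with test compound (30 h, 37 C), then are washed and imaged; fluorescent objects of 20–120 um count as induced cells.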
L3MBTL1 block – inhibitors of human L3MBTL1; Q9Y468; AlphaScreen L3MBTL1–H3K9me1 peptide binding; Potency, µM (series often up to 57.1 µM), inactives show top-dose activity, negative = inhibition, hits mostly inhibitors; 230,000 compounds, 0.66% hits; further: potency means the concentration at half of the fitted maximal effect; on the % scale 0 is the no-effect control and ±100 the full control effect; nearly all actives have a fitted effect of over 60% in size
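AlphaScreen assay: L3MBTL1 (50 nM final) was preincubated 30 min at room temperature with biotinylated H3(1-15)K9me1 peptide (75 nM final), then 30 min with library compounds; streptavidin donor and nickel chelate acceptor beads (10 ug/mL final) added, 30 min dark.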
CBFb-RUNX1 inh – blocks binding between human CBF-beta and RUNX1; 230,000 tested, under 10 active; Q01196+Q13951; AlphaScreen CBFb-His/RUNX1-biotin binding, biochemical; Potency, µM (titrated, usually from 59.8 µM), inactives show at the highest dose activity, negative = inhibition, actives largely listed as inhibitors; further: % of control where 0% means no effect
Target sequence (Q01196 whole entry, looked up): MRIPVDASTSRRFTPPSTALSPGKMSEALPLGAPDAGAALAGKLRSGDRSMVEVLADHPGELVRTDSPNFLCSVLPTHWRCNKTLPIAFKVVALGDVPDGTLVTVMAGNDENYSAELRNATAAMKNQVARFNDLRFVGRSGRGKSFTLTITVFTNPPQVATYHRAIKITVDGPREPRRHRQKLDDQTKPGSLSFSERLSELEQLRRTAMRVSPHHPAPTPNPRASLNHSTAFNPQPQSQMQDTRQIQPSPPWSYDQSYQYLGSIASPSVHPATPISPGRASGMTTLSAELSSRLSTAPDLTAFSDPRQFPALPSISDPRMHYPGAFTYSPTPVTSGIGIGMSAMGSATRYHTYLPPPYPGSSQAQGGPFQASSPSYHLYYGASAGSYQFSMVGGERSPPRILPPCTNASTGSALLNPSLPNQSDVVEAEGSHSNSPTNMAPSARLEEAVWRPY
Target sequence (Q13951 whole entry, looked up): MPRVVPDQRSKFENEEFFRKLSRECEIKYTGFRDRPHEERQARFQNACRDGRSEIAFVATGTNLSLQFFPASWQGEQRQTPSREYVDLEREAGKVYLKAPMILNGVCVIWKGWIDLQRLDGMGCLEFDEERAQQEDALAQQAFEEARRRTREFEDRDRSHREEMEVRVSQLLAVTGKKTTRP
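His-tagged CBF-beta and biotinylated RUNX1 (30 nM each) were premixed 20 min at room temperature, exposed to compound for 15 min, then given nickel-chelate and streptavidin AlphaScreen beads (50 ng each). After 90 min, AlphaScreen signal was read.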
HttQ103 aggreg – mutant huntingtin aggregation inhibition; PC12 HttQ103-GFP aggregates, Acumen cytometry, 40 h; 220,000 compounds, 1.1% hits; Potency, µM (titrated, usually from 46.1 µM), inactives show at the highest dose activity change, negative = inhibition, most hits filed as inhibitors; further: potency means the concentration at half of the fitted maximal effect; on the % scale 0 is the no-effect control and ±100 the full control effect; nearly all actives have a fitted effect of over 60% in size
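Steps: seed 1500 PC12 HTTQ103-GFP cells/well; add tebufenozide, 100 nM final; add compound titration; add ATPLite reagent; quantify GFP aggregates by laser scanning cytometry.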
IMPase Li inh – membrane-permeable IMPase blocker, potentiated with lithium; CHO-M1 cells, IP1 TR-FRET (IP-One), carbachol + lithium; Potency, µM (series often up to 59.4 µM), for inactives: top-dose activity, negative = IMPase inhibition, hits mostly inhibitors; 210,000 compounds, 0.35% hits; AID 1457;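 further: IP1 builds up when IMPase is blocked and the TR-FRET signal falls; potency means the concentration at half of the fitted maximal effect; plate controls were basal vehicle for no effect and high inhibitor control for full effect; nearly all actives have a fitted effect of over 50% in size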
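CHO cells stably expressing M1 receptor (2000/well, cultured 16–30 h) treated 30 min at 37C with compound plus low lithium. Cytosolic IP1 by TR-FRET (665/620 ratio and 620 channel) after 10 min lysis; AC50 by Hill fit.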
Numbers without * were called inactive; u = inconclusive; x = not tested or not shown; & = joins results of further samples; [ ] = another dose, or the depositor's remark. The call rests on the fitted dose curve; in most records, active means well fitted curve in the direction sought with a large enough effect; inconclusive means small, poorly fitted or top-dose-only effect, or another doubt; inactive means no such curve, though single readings can be large; an effect the other way counts as inactive or inconclusive. A portion of the library. The share of hits here may be higher or lower than overall.

SMILES	KinaseGlo FLuc	NPSR antagonist	Epigenetic derep	L3MBTL1 block	CBFb-RUNX1 inh	HttQ103 aggreg	IMPase Li inh
Cc1c(NC(=O)C2CC(c3ccc(F)cc3)=NO2)c(=O)n(-c2ccccc2)n1C (stereo unspecified)	3%	-11%[46.1 µM]	4.0%	x	-1%	15%	-24%[38.3 µM]
COc1cccc(-c2nc(Oc3cccc(C)c3C)c3ccccc3n2)c1O	-1%	-13%	0.0%	7%	0%	-12%	0%
Cn1c(N)c(C(=O)Nc2ccc(-c3ccccc3)cc2)sc1=S	x	u	0.1%	-29%	7%	9%[9.22 µM]	x
COc1ccc(-c2csc(NC(=S)NC(=O)c3cccs3)n2)cc1Br	x	28%	6.5%	-7%	12%	-24%[9.22 µM]	x
OCC(Cc1ccccc1)NCc1ccccc1C(F)(F)F (stereo unspecified)	0%	-2%	-0.1%	3%	4%	6%	0%
C=C1CC[C@H](O)C/C1=C/C=C1\CCC[C@]2(C)[C@H]1CC[C@H]2[C@@H](C)CCCC(C)C	1%[17.1 µM]	x	-0.3%[16.9 µM]	x	x	x	-9%
O=C(CSc1nc(-c2ccco2)cc(C(F)(F)F)n1)Nc1cccnc1	12%	u	0.0%	0%	-1%	6%	-2%[38.3 µM]
O=C(COC(=O)c1cc(=O)[nH]c2ccccc12)c1ccccc1	-4%	11%	0.0%	-13%	9%	8%	-4%
COc1ccc(C2CC(=O)c3c(O)cc(O[C@H]4OC(COC5OC(C)C(O)C(O)[C@@H]5O)C(O)C(O)C4O)cc3O2)cc1O (stereo partly specified)	2%	x	1.7%	x	x	x	0%
CC(Sc1ccccn1)C(=O)Nc1ccc(S(N)(=O)=O)cc1 (stereo unspecified)	-1%	-13%[46.1 µM]	-0.9%	x	1%	-4%	3%[38.3 µM]
O=C(Nc1ccccc1F)N1CCCC1c1cccnc1 (stereo unspecified)	x	-16%	0.5%	-3%	-3%	-4%[9.22 µM]	x
COc1ccccc1N1CCN(S(=O)(=O)c2cccc(F)c2)CC1	0%	-11%[46.1 µM]	-1.0%	-29%[11.4 µM]	6%	7%	18%[38.3 µM]
COc1cc(C)ccc1OCCOCCOc1ccc([N+](=O)[O-])cc1	-1%	-2%	-0.9%	1%	6%	-28%	2%
COC1OC2COC(c3ccccc3)OC2C(O)C1O (stereo unspecified)	2%	x	2.8%	x	18%[21.7 µM]	x	3%
O=C(C[n+]1cccc2ccccc21)c1ccc([N+](=O)[O-])cc1	4%	4%	6.0%	-14%	-6%	u	26%
CCOc1ccc(-c2nnn(CC(=O)Nc3cccc(OC)c3)n2)cc1OCC	-1%	-19%[46.1 µM]	0.9%	4%	6%	24%	10%
COc1ccc(C(=O)Nc2cc3c(oc2=O)CCCC3=O)cc1	-4%	5%	-0.5%	x	12%	-2%	-6%
CCC1=C(OC(=O)N(CC)CC)N2C(=O)OC(=NCCc3c[nH]c4ccccc34)[C@]2(Cc2ccccc2)[C@H]2C1=CC[C@H]1C(=O)N(CC(=O)OC)C(=O)[C@H]12	2%	-22%	-0.2%&5.4%	x	-17%&-3%	17%[9.22 µM]	-9%
COc1ccc(/C=C/C(=O)OCC(=O)Nc2ccc(Cl)c(S(=O)(=O)N(C)C)c2)cc1OC	2%	13%	2.4%	-2%	-29%	20%	16%
O=C1CC(N2CCN(c3nc4ccccc4s3)CC2)C(=O)N1Cc1cccs1 (stereo unspecified)	4%	-16%[46.1 µM]	0.0%	x	-1%	-20%	17%[38.3 µM]

10 of the compounds above, as comma-separated lines:
SMILES,KinaseGlo FLuc,NPSR antagonist,Epigenetic derep,L3MBTL1 block,CBFb-RUNX1 inh,HttQ103 aggreg,IMPase Li inh
O=C(Nc1ccccc1F)N1CCCC1c1cccnc1 (stereo unspecified),x,-16%,0.5%,-3%,-3%,-4%[9.22 µM],x
COc1ccccc1N1CCN(S(=O)(=O)c2cccc(F)c2)CC1,0%,-11%[46.1 µM],-1.0%,-29%[11.4 µM],6%,7%,18%[38.3 µM]
COc1cc(C)ccc1OCCOCCOc1ccc([N+](=O)[O-])cc1,-1%,-2%,-0.9%,1%,6%,-28%,2%
COC1OC2COC(c3ccccc3)OC2C(O)C1O (stereo unspecified),2%,x,2.8%,x,18%[21.7 µM],x,3%
O=C(C[n+]1cccc2ccccc21)c1ccc([N+](=O)[O-])cc1,4%,4%,6.0%,-14%,-6%,u,26%
CCOc1ccc(-c2nnn(CC(=O)Nc3cccc(OC)c3)n2)cc1OCC,-1%,-19%[46.1 µM],0.9%,4%,6%,24%,10%
COc1ccc(C(=O)Nc2cc3c(oc2=O)CCCC3=O)cc1,-4%,5%,-0.5%,x,12%,-2%,-6%
CCC1=C(OC(=O)N(CC)CC)N2C(=O)OC(=NCCc3c[nH]c4ccccc34)[C@]2(Cc2ccccc2)[C@H]2C1=CC[C@H]1C(=O)N(CC(=O)OC)C(=O)[C@H]12,2%,-22%,-0.2%&5.4%,x,-17%&-3%,17%[9.22 µM],-9%
COc1ccc(/C=C/C(=O)OCC(=O)Nc2ccc(Cl)c(S(=O)(=O)N(C)C)c2)cc1OC,2%,13%,2.4%,-2%,-29%,20%,16%
O=C1CC(N2CCN(c3nc4ccccc4s3)CC2)C(=O)N1Cc1cccs1 (stereo unspecified),4%,-16%[46.1 µM],0.0%,x,-1%,-20%,17%[38.3 µM]

(cont.)
SMILES	KinaseGlo FLuc	NPSR antagonist	Epigenetic derep	L3MBTL1 block	CBFb-RUNX1 inh	HttQ103 aggreg	IMPase Li inh
N#CCCn1nnc2ccccc21	-6%	-6%[46.1 µM]	0.0%	-9%	2%	3%	2%[38.3 µM]
O=C(NNC(=O)C1C2CCCCC21)c1coc(=O)c(Br)c1 (stereo unspecified)	x	-2%	0.1%	x	-11%	-12%[9.22 µM]	x
COc1cc(C2C=C(C34CC5CC(CC(C5)C3)C4)NC(=S)N2)cc(OC)c1OC (stereo unspecified)	-4%	10µM*	-1.5%	x	-12%	-25%	29%[38.3 µM]
O=C(NCc1nc(-c2ccccc2)no1)c1ccc2c(c1)OCO2	6%	1%[46.1 µM]	0.0%	x	-5%	-6%	18%[38.3 µM]
CCOC(=O)C1(CCCc2ccccc2)CCN(C(=O)c2cnc(C)cn2)CC1	3%	14%	0.1%	6%	3%	-4%[9.22 µM]	18%
CCc1cc(C(=O)NNC(=S)Nc2ccccc2C)cs1	-9%	0%	-1.0%	-2%	-3%	-7%	3%
COc1cc(C(=O)NC2(C(F)(F)F)NC(=O)N(CCCc3ccccc3)C2=O)cc(OC)c1OC (stereo unspecified)	0%	3%	1.0%	4%	-8%	-2%	1%
Cc1ccccc1N/C(SCc1cccc(Br)c1)=C(/C#N)C(N)=O	0%	-36%	-0.1%	1%	0%	0%	28%
Cc1cc(S(=O)(=O)Nc2ccc3c(c2)COC3=O)ccc1F	6%	-11%	1.0%	-6%	-1%	16%[9.22 µM]	8%
O=C(O)c1ccccc1CSC1=NCCS1	5%	12%	5.8%	2%	15%	2%	-1%
CCOc1ccccc1NC(=O)C(=O)N/N=C/c1cc(Br)ccc1O	-1%	-22%	0.0%	x	0%	u	-15%
Cc1nc2ccccc2c(=O)n1NC(=O)/C=C/c1ccccc1	-1%	11%	-0.9%	9%	10%	u	-1%
Cc1cc(NC(=O)CSCc2ccccc2C)no1	-1%	-11%	3.4%	15%	-10%	4%	0%
CN=Cc1sc2ccccc2c1O	-3%	-29%[46.1 µM]	-0.1%	0%	-1%	0%	9%[38.3 µM]
O=c1c(Cl)c(N2CCOCC2)cnn1-c1nc2ccccc2[nH]1	-14%	5%	-3.8%	1%	3%	-2%	-5%
CCOC(=O)C1CN(S(C)(=O)=O)c2cc(CC(=O)OC)ccc2O1 (stereo unspecified)	1%	10%	0.0%	-3%	-7%	20%	-5%
CC(C)(C#N)NC(=O)c1ccco1	4%	2%[46.1 µM]	0.0%	x	4%	11%	19%[38.3 µM]
O=C(Nc1ccc(S(=O)(=O)NCc2cccnc2)cc1)c1ccco1	-3%	-3%[7.67 µM]	-4.3%	-13%	4%	u	-12%[38.3 µM]
CCCCCC[n+]1c(-c2ccc(Cl)cc2Cl)csc1Nc1ccccc1	0%	3%[46.1 µM]	0.0%	-4%	0%	-12%	15%
Cc1ccc(SCCNC(=O)c2ccc(C)c(S(=O)(=O)Nc3cccc(C)c3)c2)cc1	-1%	u	-1.2%	-6%	0%	u	10%[38.3 µM]
O=C(Nc1ccnc(-c2cccnc2)n1)c1ccc(F)cc1	0%	0%	-0.9%[10.1 µM]	3%	1%	-7%[9.22 µM]	7%
CCCC(C)C(=O)Nc1ccc(NC(C)=O)cc1 (stereo unspecified)	-2%	-2%[46.1 µM]	-1.9%	x	-8%	-5%	27%[38.3 µM]
CCC(c1nnnn1Cc1ccco1)N1CCC(C(N)=O)CC1 (stereo unspecified)	3%	5%[46.1 µM]	-1.4%	0%	15%	6%	9%[38.3 µM]
NC(=O)Cn1c2[n+](c3ccccc31)CC(O)CS2 (stereo unspecified)	-1%	-4%[46.1 µM]	-5.6%	x	7%	-8%	18%[38.3 µM]
CCOc1ccc(C(=O)NCCCN(CC)CC)cc1	1%	-2%[46.1 µM]	-1.0%	-4%	-1%	4%	7%[38.3 µM]
CCOC(=O)CNC(=O)CNC(=O)c1ccc(OC(C)C)cc1	x	11%	1.0%	2%	20%	5%[9.22 µM]	x
Cc1ccc(S(=O)(=O)N2CCCN(S(=O)(=O)c3ccc4c(c3)OCCO4)CC2)cc1	-1%	u	-2.2%	4%	5%	-31%	2%[38.3 µM]
CCN(CC)c1ccc(NC(=O)c2nc3nc(C)cc(C(F)F)n3n2)cc1	8%	u	0.0%	-4%	-12%	-12%	99%[activator][38.3 µM]
C#CCOCCOCCOCCNc1nc(N2CCOCC2)nc(N2CCN(C(=O)[C@H]([C@@H](C)CC)n3cc([C@@H](N)CO)nn3)CC2)n1	x	-15%	0.8%	-6%	0%	6%[9.22 µM]	-2%
O=C(Oc1ccnc2cc(Cl)ccc12)N1CCCCCC1	-6%	-17%[46.1 µM]	3.2%	-4%	-4%	-27%	9%[38.3 µM]
COCCNC(=O)C(=O)NNS(=O)(=O)c1ccc2ccccc2c1	-8%	-12%	0.0%	4%	8%	-20%[9.22 µM]	1%
Cc1ccc(NC(CC(=O)c2ccccc2)C(=O)O)cc1Cl (stereo unspecified)	x	u	-6.9%	12%	1%	10%[9.22 µM]	x
O=C(NC(=S)Nc1ccc2c(c1)OCCO2)c1ccccc1	-6%	-13%[46.1 µM]	-1.1%	-5%	-12%	18%	9%[38.3 µM]
CSc1ccc(CNCCN2CCOCC2)cc1	3%	24%	0.9%	9%	-2%	8%	13%

Screening results deposited in PubChem by National Center for Advancing Translational Sciences (NCATS).
